Screening data: PubChem BioAssay, several laboratories
NOD2 RIPK2 PPI: NOD2-RIPK2 binding disruptors in cells, primary screen, fluorescence, CHO cells, BLA complementation | actives 0.38% (n = 360,000) | inhibition, % at 4.98 µM | CCF4 ratio | Receptor-interacting serine/threonine-protein kinase 2 (Homo sapiens), O43353; in the data active = inhibition above about 21%;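 note: 0% = vehicle only and 100% = reference blocker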
ABHD5 PLIN5 PPI: ABHD5-PLIN5 interaction inhibitors, primary screen, cell lysate, split luciferase complementation, luminescence. actives 0.78% (n = 360,000). inhibition, % at 4 µM. Split G. princeps luciferase complementation, 4 h. Perilipin-5 (Homo sapiens) + 1-acylglycerol-3-phosphate O-acyltransferase ABHD5 (Homo …;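 active = inhibition above the mean inhibition across every tested compound plus 3 SD, cut at about 22% in these data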;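 note: 0% = DMSO only wells and the 100% control is not disclosed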
MC4R antag cAMP: MC4R antagonists of cAMP signaling, primary screen, cell-based, TR-FRET, antagonist arm of biased-ligand search | actives 0.48% (n = 360,000) | inhibition, % at 6.5 µM | Melanocortin receptor 4 (Homo sapiens), P32245 | MC4R-expressing cells, MTII-stimulated cAMP, LANCE TR-FRET;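 active = inhibition above its plate's cutoff, the mean of tested wells on that plate plus 3 SD, cut at about 29% in these data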;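 note: 0% = Melanotan II alone and 100% = Melanotan II plus saturating MCL0020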
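Assay system: human MC4R-expressing U2OS cells; reagent: Melanotan II stimulation of cells; dosing: 6.5 µM single dose; timing: compound 30 min, challenge 1 h, detection 1 h; signal: TR-FRET cAMP assay; replicates: one well per compound, no replicates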
ABCB6 inh 2: ABCB6 transporter inhibitors, primary screen, K562-ABCB6 cells, flow cytometry, MLPCN library. ATP-binding cassette sub-family B member 6 (Homo sapiens), Q9NP58. fluorescence ratio to DMSO, % at 10 µM. actives 0.19% (n = 360,000). K562-ABCB6 porphyrin accumulation, 1 h; active compounds read low;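 active = fluorescence ratio to DMSO below 75%, the collection mean minus 3 SD; inconclusive = too few cells collected in the well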;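 note: signal is porphyrin accumulated inside mitochondria; 100% equals median channel fluorescence of DMSO control wells; lower ratio means ABCB6 inhibition with less porphyrin fluorescence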
Vif inh: HIV Vif self-association inhibitors, primary screen, imaging, HEK293T, single point; HEK293T cells, Vif self-association by quenched fluorescence, 24 h; inhibition, % at 7.49 µM; actives 0.35% (n = 340,000); AID 602346, 2012; in the data active = inhibition above about 50%, passing the limit was not always enough; inconclusive = no clear call, values can overlap the other calls; inactive = below about 31%; note: some results filed as inactive read as strong as hits
Glyco luc inh: increase of ERlucT glycosylation luciferase signal, primary screen, N-linked glycosylation inhibitor project, D54 ERlucT cells, luminescence, set 2 | D54 ERlucT glycosylation luciferase reporter, 24 h; percent of 100 nM tunicamycin response | reporter increase, % at 12.5 µM | actives 0.23% (n = 360,000) | AID 588692, 2011;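 active = mean luciferase reporter signal, scaled so untreated is 0 and the glycosylation-blocking control 100, at or above a set limit in every replicate; inconclusive = mean reaches the limit but not every replicate does; inactive = mean below the limit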;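 note: luciferase carries N-glycosylation sites so blocking glycosylation raises the light; 0% = median of neutral control wells and 100% = median of 100 nM tunicamycin wells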
MC4R barr agon: MC4R agonists recruiting beta-arrestin, primary screen, cell-based, luminescence, agonist arm of biased-ligand search; U2OS MC4R beta-arrestin complementation; percent of melanotan II response, DMSO zero; activation, % at 8.9 µM; actives 0.98% (n = 360,000); AID 540308, 2011;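 active = activation above a per-plate cutoff, the mean activation of sample wells on that plate plus 3 SD, cut at about 8% in these data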
TLR9-MyD88 block: inhibitors of TLR9-MyD88 association in cells, primary screen, cell-based, CHO, BLA complementation, fluorescence | CCF4 FRET ratio | actives 0.21% (n = 340,000) | inhibition, % at 4.98 µM;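 active = inhibition above the mean over all tested compounds plus 3 SD, cut at about 21% in these data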;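 note: 0% = DMSO only wells and 100% = clavulanate BLA inhibitor control wells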
Target sequence (Q99836 whole entry, looked up): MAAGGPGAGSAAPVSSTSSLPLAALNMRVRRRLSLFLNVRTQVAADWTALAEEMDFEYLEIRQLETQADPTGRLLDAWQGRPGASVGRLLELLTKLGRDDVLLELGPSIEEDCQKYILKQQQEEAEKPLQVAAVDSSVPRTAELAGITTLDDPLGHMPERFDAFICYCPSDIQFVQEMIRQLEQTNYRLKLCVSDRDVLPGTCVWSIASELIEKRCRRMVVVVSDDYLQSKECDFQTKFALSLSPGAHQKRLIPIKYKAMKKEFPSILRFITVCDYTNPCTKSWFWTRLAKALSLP
Target sequence (Q9NR96 whole entry, looked up): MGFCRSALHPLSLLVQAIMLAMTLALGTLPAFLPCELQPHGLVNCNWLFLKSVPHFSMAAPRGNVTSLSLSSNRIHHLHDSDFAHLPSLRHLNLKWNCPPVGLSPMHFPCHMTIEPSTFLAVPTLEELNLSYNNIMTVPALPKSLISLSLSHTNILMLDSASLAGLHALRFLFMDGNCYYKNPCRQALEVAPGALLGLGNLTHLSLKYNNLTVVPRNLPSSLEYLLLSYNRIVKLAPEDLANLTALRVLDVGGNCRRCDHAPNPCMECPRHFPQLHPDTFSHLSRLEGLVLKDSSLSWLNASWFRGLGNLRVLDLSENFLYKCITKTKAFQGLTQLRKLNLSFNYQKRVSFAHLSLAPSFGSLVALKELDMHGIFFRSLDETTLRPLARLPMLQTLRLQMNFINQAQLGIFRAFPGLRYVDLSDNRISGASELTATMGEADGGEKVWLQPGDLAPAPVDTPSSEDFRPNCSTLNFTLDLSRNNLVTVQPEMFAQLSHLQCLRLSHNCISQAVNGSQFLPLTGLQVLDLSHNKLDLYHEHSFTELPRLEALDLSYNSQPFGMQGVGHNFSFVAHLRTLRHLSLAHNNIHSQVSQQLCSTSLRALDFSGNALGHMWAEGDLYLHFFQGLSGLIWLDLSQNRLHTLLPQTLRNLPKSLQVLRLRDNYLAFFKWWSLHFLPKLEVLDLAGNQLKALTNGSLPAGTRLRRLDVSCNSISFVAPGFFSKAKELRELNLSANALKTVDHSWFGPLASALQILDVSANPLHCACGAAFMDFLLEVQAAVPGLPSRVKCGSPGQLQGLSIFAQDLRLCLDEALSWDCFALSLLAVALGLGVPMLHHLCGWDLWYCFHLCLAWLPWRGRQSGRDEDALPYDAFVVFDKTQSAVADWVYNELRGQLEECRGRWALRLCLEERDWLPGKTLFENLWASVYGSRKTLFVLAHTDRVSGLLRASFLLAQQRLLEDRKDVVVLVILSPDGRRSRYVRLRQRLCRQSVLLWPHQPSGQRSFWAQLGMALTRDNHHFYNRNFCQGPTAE
aDG glyco up: activators of alpha-DG glycosylation, primary screen, uHTS, Pro5-aDG cells, AlphaScreen; alpha-DG glycosylation AlphaScreen (IIH6); 0% Pro5, 100% B10-LARGE cell signal; activation, % at 10 µM; actives 0.22% (n = 360,000); AID 624168, 2012;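 active = activation of at least 8% versus controls, or a plate z-score of at least 8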;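 note: Pro5 are CHO cells carrying HIG-tagged alpha-DG that lacks glycosylation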
Exocytosis inh: LAMP-1 surface exposure blockers, TALL-104 cells – cell-based, flow cytometry, MLPCN library, primary screen | inhibition, % at 10 µM | actives 0.66% (n = 360,000) | TALL-104 LAMP-1 surface exposure; cells stimulated with thapsigargin and PMA;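 active = inhibition above about 55%, limit read from the data; inconclusive = no clear call, values can overlap the other calls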
* = called active by the depositor; ? = inconclusive; . = no result given. This is a subset; rates above refer to the full screens.

SMILES | NOD2 RIPK2 PPI | ABHD5 PLIN5 PPI | MC4R antag cAMP | ABCB6 inh 2 | Vif inh | Glyco luc inh | MC4R barr agon | TLR9-MyD88 block | aDG glyco up | Exocytosis inh
O=C(Nc1cccc(C(F)(F)F)c1)c1csc([C@@H]2O[C@H](CO)[C@H](O)[C@H](O)[C@H]2O)n1 | -3 | -1 | 1 | 101 | -10 | 2 | 0.8 | . | 0.2 | -5
Cc1c(OC(C)C(=O)NCC(O)c2ccccc2)ccc2c3c(c(=O)oc12)CCCC3 (stereo unspecified) | 13 | 11 | -4 | 103 | 0 | -3 | -0.6 | -8 | 0.1 | -2
CCOc1ccccc1Nc1nnc(SCC(=O)Nc2ccc3[nH]c(=O)[nH]c3c2)s1 | -8 | 0 | 12 | 100 | 0 | 3 | 2.2 | -4 | -0.2 | 1
CN(C)S(=O)(=O)c1ccc2c(c1)C(CC(=O)O)OC2=O (stereo unspecified) | 4 | 9 | 2 | 90 | 10 | 0 | 3.0 | 3 | -0.1 | 2
O=C(O)c1ccccc1C(=O)c1ccc(-c2ccccc2)cc1 | -10 | 0 | 8 | 98 | 1 | 2 | -1.1 | -5 | 0.0 | -1
CC1(C)CC(=O)C(C(=O)c2ccccc2)C(=O)C1Cl (stereo unspecified) | 3 | 0 | 4 | 102 | -1 | 1 | -0.3 | -3 | 0.0 | -2
COc1cc(NC(=O)NNC(=O)c2cc3occc3n2C)cc(OC)c1OC | -5 | 4 | -4 | 99 | -1 | 2 | -3.6 | -4 | 0.2 | 1
Cc1cc(C)cc(NC(=S)N=Nc2c(O)n(C)c3ccc(S(=O)(=O)N4CCOCC4)cc23)c1 | 3 | -1 | 2 | 99 | 2 | 5 | -1.1 | -2 | -0.2 | 2
Cc1cccc(NC(=O)c2ccc3nsnc3c2)c1C | -5 | 122* | 6 | 100 | 12 | -2 | -0.2 | 4 | 0.1 | -3
O=C(c1[nH]ncc1-c1cccc(Br)c1)C1CO1 (stereo unspecified) | 0 | 6 | 5 | 98 | 0 | 10 | -1.7 | 0 | 0.2 | -4
O=C(COc1ncnc2c1cnn2-c1ccccc1)Nc1ccc(S(=O)(=O)N2CCCCC2)cc1 | 3 | -14 | 18 | 107 | -4 | -1 | -0.5 | -10 | -0.1 | -1
COC(=O)c1c(NC(=O)c2ccccc2)sc(Cc2ccccc2)c1C | -9 | 3 | -1 | 103 | -4 | -1 | -0.9 | -10 | 0.3 | 5
O=C(CSc1nnnn1-c1cccc(C(=O)O)c1)NC(c1ccccc1)c1ccccc1 | -11 | -5 | 0 | 100 | 8 | 1 | -1.4 | -9 | 0.5 | 1
CC(=O)N1CCN(c2cc3c(cc2F)c(=O)c(C(=O)O)cn3C2CC2)CC1 | -7 | 3 | 2 | 101 | 1 | 2 | -4.3 | 3 | -0.3 | 0
CCN1C(=O)CSc2ccc(C(=O)NCc3ccco3)cc21 | 2 | 8 | 3 | 53* | 6 | 1 | -0.6 | 6 | 0.2 | 3
COc1cccc(NC(=O)CSc2nnc(-c3cccc(OC(C)C)c3)n2N)c1 | 2 | -9 | 3 | 97 | 2 | 2 | 0.2 | 10 | 0.1 | 1
CC(C)NC(=O)N(C)C[C@H]1Oc2ccc(NC(=O)Nc3ccc4c(c3)OCO4)cc2C(=O)N([C@H](C)CO)C[C@@H]1C | 1 | -9 | 3 | 101 | -13 | 3 | -0.7 | -4 | -0.4 | 1
COc1ccc2c(CC(=O)OCC(=O)c3ccccc3OC)coc2c1 | -5 | -8 | 9 | 100 | 7 | 0 | -0.3 | 4 | -0.1 | -5
CNc1cccc(-c2cc(OC)ccc2OC)n1 | -7 | 0 | -1 | 93 | 2 | 0 | -0.2 | . | 0.0 | 1
CCCCCNc1nc(-c2ccccc2)nc(-n2ccnc2)n1 | -8 | -1 | 6 | 100 | -3 | 2 | -1.1 | 7 | 0.8 | 1
C/C(=N\NC(=O)c1c(Cl)c(C)nn1C)c1cccc(NC(=O)c2cccc(F)c2)c1 | 3 | 7 | 5 | 98 | -3 | 0 | 1.4 | -7 | 0.1 | 0
COc1cc(C2C(C(C)=O)=C(O)C(=O)N2CCc2ccc(OC)c(OC)c2)ccc1O (stereo unspecified) | 0 | 3 | 1 | 110 | 18 | 2 | 0.5 | 1 | -0.2 | -4
CC(C)(C)NS(=O)(=O)c1ccc(OCC(=O)Nc2ccc3c(c2)OCCO3)cc1 | -9 | 2 | 3 | 97 | 6 | -1 | 2.0 | 11 | 0.0 | -1
COC(=O)c1c(NC(=O)COC(=O)CCNS(=O)(=O)c2ccc(NC(C)=O)cc2)sc(C)c1C | 4 | -7 | 11 | 95 | ? | 8 | -3.6 | 2 | -0.3 | -3
O=C(NCc1ccccc1)c1ccc(CS(=O)Cc2ccc(Cl)cc2)o1 (stereo unspecified) | -4 | 11 | 5 | 93 | -16 | -1 | -0.6 | -4 | 0.1 | -3
CSc1ncccc1C(=O)OCC(=O)NC(C)(C)C | 4 | -1 | 8 | 103 | 52* | 1 | -5.4 | 2 | -0.4 | -4
Cc1ccc(/C=N/n2c(C)cc(C)c(C#N)c2=O)cc1 | -6 | 5 | 11 | 93 | -3 | -1 | -0.2 | -6 | 0.3 | -8
COc1cccc(-c2noc(C3CCCN(C(=O)c4ccccc4OC)C3)n2)c1 (stereo unspecified) | 5 | 2 | 4 | 102 | -4 | -2 | -1.4 | 3 | 0.2 | -1
O=C(CCc1ccccc1)N1CCCC1 | -4 | -1 | 3 | 97 | -2 | 1 | -0.6 | -14 | -0.1 | -2
O=C(CN1CCN(CC(=O)c2ccc(F)cc2)CC1)Nc1ccccc1Cl | -7 | -5 | 0 | 99 | 0 | 1 | -1.5 | -5 | -0.1 | 3
COc1ccc(OC)c(S(=O)(=O)NC2CC(=O)N(c3ccc(C)c(C)c3)C2)c1 (stereo unspecified) | -11 | -12 | 6 | 96 | -5 | -2 | -2.7 | -15 | 0.3 | -19
CCC(C(=O)NCCCN(CC)Cc1ccccc1)n1nc(C)c2sc3ccccc3c2c1=O (stereo unspecified) | -9 | 13 | 4 | 101 | 3 | -1 | 1.1 | -2 | 0.3 | 58*
CCOC(=O)CN(C(=O)c1snc(C(N)=O)c1N)C(C(=O)NCCC(C)C)c1ccc(F)cc1 (stereo unspecified) | -1 | 8 | 9 | 93 | -2 | 1 | -0.1 | -2 | 0.0 | -6
COc1ccc(-c2[nH]ncc2CNC(C)CCn2cccn2)c(F)c1 (stereo unspecified) | 2 | -6 | 0 | 98 | -3 | -1 | -0.9 | -8 | 0.0 | 4
Cc1cc(Br)ccc1S(=O)(=O)n1ccnc1C | 2 | 0 | 24 | 98 | 9 | 1 | -3.0 | -8 | -0.4 | -6
Cc1noc(C)c1COc1ccccc1C(=O)NCCc1ccc(Cl)cc1 | -10 | 3 | 3 | 94 | . | -4 | -2.0 | -8 | 0.4 | 10
COc1cccc(C(=O)N(CN2CCCC2=O)c2cc(C)on2)c1 | -3 | 7 | 8 | 106 | 6 | 2 | 0.6 | -2 | -0.1 | 0
Cc1ccc(S(=O)(=O)N2CCOC2CNC(=O)C(=O)NCCN2CCOCC2)cc1 (stereo unspecified) | 4 | -2 | 3 | 95 | -6 | 1 | -1.4 | -8 | 0.0 | -3
COc1ccccc1Nc1nc(NCCC(C)C)nc(N)c1[N+](=O)[O-] | -13 | 2 | 7 | 99 | 6 | 0 | -0.8 | . | 0.0 | -8
Cc1ccc(-c2nnc(SCC(=O)N/N=C/c3ccc(C(=O)O)cc3)n2C2CCCCC2)cc1 | -2 | 3 | 9 | 106 | -11 | -1 | -2.5 | 5 | 0.2 | 5
O=C(/C=C/[C@H]1O[C@@H](n2cnc3c(NC(=O)c4ccccc4)ncnc32)[C@H](O)[C@@H]1O)NCc1ccccc1 | 3 | -8 | . | 97 | 5 | 3 | . | . | -0.3 | 2
O=C(CSc1ccc(F)cc1)Nc1cccc(S(=O)(=O)N2CCOCC2)c1 | -6 | -1 | 10 | 95 | -1 | 0 | -1.7 | 3 | 0.0 | 2
CCNC(=O)c1cc2c(c(-c3cccc(-c4ccccc4F)c3)n1)[C@@H](CCO)N(C(=O)CC)C2 | -9 | 10 | . | 95 | . | . | . | . | 0.0 | -9
COc1ccccc1C(O)(C(=O)NN(C(=O)c1ccccc1)c1ccccc1C)c1cccs1 (stereo unspecified) | -12 | -1 | 9 | 96 | 52* | 3 | -0.3 | -3 | -0.1 | -8
Cc1nn(C(=O)c2ccco2)c(C)c1Sc1ccc([N+](=O)[O-])cc1 | -1 | -2 | 15 | 94 | 2 | 0 | -1.5 | 7 | 0.1 | 3
NS(=O)(=O)c1ccc(NC(=O)CNC(=O)c2ccc3c(c2)OCO3)cc1 | -9 | -4 | 0 | 96 | -1 | 0 | -3.8 | -16 | 1.0 | 2
CCCCNc1nc(NC)nc(Cl)c1SC | 4 | -4 | 5 | 101 | ? | 0 | -1.7 | 0 | -0.5 | -2
COCc1cccc(C(=O)NC(c2ccccc2)c2ccccc2)c1 | -7 | 3 | 5 | 93 | 6 | -2 | -2.0 | -1 | 0.1 | 16
Cc1nnc(SCC(=O)Nc2cccc(S(=O)(=O)N(C)c3ccccc3)c2)s1 | 1 | 2 | 16 | 97 | -16 | 0 | -0.9 | 1 | 4.8 | 8
CCCCCCCCCCOC(=O)Cn1c(COc2cccc(OC)c2)[n+](C)c2ccccc21 | 3 | 11 | -6 | 93 | -4 | 7 | 21* | -9 | -0.2 | 63*

Molecules from the list above with a thiophene ring, fused or not (four):
SMILES | NOD2 RIPK2 PPI | ABHD5 PLIN5 PPI | MC4R antag cAMP | ABCB6 inh 2 | Vif inh | Glyco luc inh | MC4R barr agon | TLR9-MyD88 block | aDG glyco up | Exocytosis inh
COC(=O)c1c(NC(=O)c2ccccc2)sc(Cc2ccccc2)c1C | -9 | 3 | -1 | 103 | -4 | -1 | -0.9 | -10 | 0.3 | 5
COC(=O)c1c(NC(=O)COC(=O)CCNS(=O)(=O)c2ccc(NC(C)=O)cc2)sc(C)c1C | 4 | -7 | 11 | 95 | ? | 8 | -3.6 | 2 | -0.3 | -3
CCC(C(=O)NCCCN(CC)Cc1ccccc1)n1nc(C)c2sc3ccccc3c2c1=O (stereo unspecified) | -9 | 13 | 4 | 101 | 3 | -1 | 1.1 | -2 | 0.3 | 58*
COc1ccccc1C(O)(C(=O)NN(C(=O)c1ccccc1)c1ccccc1C)c1cccs1 (stereo unspecified) | -12 | -1 | 9 | 96 | 52* | 3 | -0.3 | -3 | -0.1 | -8
